HIV RNase H inh: blocks HIV-1 RNase H cleavage of RNA/DNA duplex; P04585; RT-RNase H RNA/DNA duplex cleavage, fluorescence; inhibition, % at 10 µM; 65,000 tested, 1.9% active; in the data active = inhibition above about 50%
RmlC RmlD mix: RmlC/RmlD inhibition, mixture screen | RmlC/RmlD coupled enzyme inhibition, 384-well mixture HTS | inhibition, % at 5.5 µM | 110,000 tested, 0.39% active; in the data active = inhibition above about 30%, passing the limit was not always enough; note: strong numbers were not always called active
Starred values were filed as active, the others as inactive; x = no result given.

Every second line gives: HIV RNase H inh, RmlC RmlD mix
> CCCC(=O)C1C(=O)CC(C)(C)C(c2cc(C)no2)C1=O (stereo unspecified)
  -4, 9
> COc1ccc(CC(=O)N2CCN(c3ccccn3)CC2)cc1
  -59, 3
> COc1ccc(-c2nc(CNS(=O)(=O)c3ccc(OC)c(OC)c3)cs2)cc1
  x, 9
> O=C(NC1CCCCC1)c1cccs1
  x, -2
> COC(=O)c1ccccc1NC(=O)COc1ccccc1
  -49, -6
> CCCCN(CC)Cc1ccc(CNC(=O)Nc2ccc(OC)cc2OC)o1
  -2, -6
> CCCCCOC(=O)c1ccccc1C(=O)O
  -8, -14
> O=C(CCCc1nc(-c2ccccc2Cl)no1)NCc1cccnc1
  -6, 2
> CCn1c(=O)cc(OCC(=O)N2CCN(c3cccc(C(F)(F)F)c3)CC2)c2ccccc21
  -18, 9
> COc1ccc(CSc2nnc(C)n2N)cc1Br
  -9, -13
> N#Cc1c2c(c(Nc3ccccc3)n3c1nc1ccccc13)CCC2
  x, -42
> CCN(CC)S(=O)(=O)c1ccc(Cl)c(C(=O)NCC2CCCO2)c1 (stereo unspecified)
  7, 4
> CC(=O)Nc1ccc(OC(=O)N(C)C)cc1
  2, 9
> CCCCCOc1ccc(CSc2ncn[nH]2)cc1
  x, 5
> COc1ccc(N2CSC3=C(C#N)C(c4cccs4)CC(=O)N3C2)cc1 (stereo unspecified)
  68*, 34

2 entries from above in a different format.
SMILES: CCCCN(CC)Cc1ccc(CNC(=O)Nc2ccc(OC)cc2OC)o1
  HIV RNase H inh: -2
  RmlC RmlD mix: -6

SMILES: CCCCCOC(=O)c1ccccc1C(=O)O
  HIV RNase H inh: -8
  RmlC RmlD mix: -14

The results go on.
Every second line gives: HIV RNase H inh, RmlC RmlD mix
> CCCCc1nnc(NC(=O)C(C)Sc2nc(N)cc(=O)[nH]2)s1 (stereo unspecified)
  x, -10
> CCn1c(=N)n(CC(=O)c2cccc(OC)c2)c2ccccc21
  -28, -8
> CC(C)C(C(=O)Nc1nccs1)c1ccccc1 (stereo unspecified)
  5, -13
> Brc1cnc(N2CCCCC2)nc1N1CCOCC1
  x, 11
> C=CCC1(C(=O)N(C)Cc2ccccc2)CCN(C(=O)OC(C)(C)C)CC1
  x, 5
> COc1cccc(C2NC(=O)NC(C)=C2C(=O)Nc2ccc(C)cc2)c1 (stereo unspecified)
  -2, -6
> C=CCNC(=O)CN1CCC(n2c(C)nc3cc(C(F)(F)F)ccc32)CC1
  x, -11
> CCC(CC)NC(=O)c1cc(OC)c(OC)cc1[N+](=O)[O-]
  x, -10
> CC1CCN(CC(O)COc2cccc(F)c2)CC1 (stereo unspecified)
  -4, -2
> COc1ccc(NC(=O)C2CCCN2C(=O)OCc2ccccc2)c(OC)c1 (stereo unspecified)
  -9, -4
> Cc1ccc(NC(=O)c2ccc(S(=O)(=O)N3CCOCC3)cc2)nc1
  x, -1
> O=C(NCc1ccco1)NC12CC3CC(CC(C3)C1)C2
  1, -1
> O=C(CSc1cccc2cccnc12)OCC(=O)c1ccccc1
  x, 24
> FC(F)Oc1ccc(NC(=S)NCc2ccccc2)cc1Cl
  x, 7
> O=C(Oc1ccc2c3c(c(=O)oc2c1)CCCC3)c1ccco1
  -11, 110*
> Cc1ccccc1Cc1c(C)nc2ncnn2c1C
  11, -6
> CCC/C(O)=C1\C(=O)CCCC1=NCCCCCC(=O)O
  x, -1
> CCCC1C(C(=O)OCC)=C(C)NC(C)=C1C(=O)OCC
  -14, -11
> COc1ccc(CSc2nnc3n(C)c(=O)c4c5c(sc4n23)CCCC5)cc1
  -4, x
> C/C=C1\COC(C(=O)NCCCN2CCCC2=O)(C(F)(F)F)C=C1C=C(C)C (stereo unspecified)
  x, -13
> CCOCCCNC(=O)C(c1ccc(Cl)cc1)N1CCC2(CC1)OCCO2 (stereo unspecified)
  0, 24
> N#CC1=C2SCN(c3ccccc3)CN2C(=O)CC1c1ccccc1Cl (stereo unspecified)
  67*, 6
> CC(C)OC(=O)c1cc2ccccc2[nH]1
  x, -10
> CCc1cc(C(c2cccc(OC)c2)N2CCOCC2)c(NC(=O)c2ccccc2)s1 (stereo unspecified)
  x, 6
> COC(=O)c1ccc(NC(=O)CCc2c(C)nc3ncnn3c2C)cc1
  -12, 8
> Cc1nnc(NC(=O)CSc2nnc(Cc3cccn3C)n2-c2cccc(C(F)(F)F)c2)s1
  -5, 7
> Cc1cnn(CCC(=O)NNC(=S)Nc2cccc(Cl)c2)c1
  x, -9
> COc1cc(NS(=O)(=O)c2ccc(NC(C)=O)cc2)nc(OC)n1
  x, 6
> N#CCCN1CCn2c1nc1ccccc12
  2, -15
> C=C(C)CC1Nc2ccccc2NC1CC(=C)C (stereo unspecified)
  0, -12
> O=C(CSc1ccc2nnc(-c3cccnc3)n2n1)NCc1ccc2c(c1)OCO2
  11, 8
> O=[N+]([O-])c1cc(S(=O)(=O)C(F)(F)F)ccc1Sc1nc2ccccc2s1
  x, 7
> CCCNC(=O)c1ccc2c(=O)c(O)c(-c3ccsc3)[nH]c2c1
  x, 19
> CS(=O)(=O)c1nc(-c2ccco2)cc(C(F)(F)F)n1
  11, -3
> Cc1ccc(-n2c(-c3ccccc3)n[nH]c2=S)cc1
  x, -5
> CC(NC(=O)CSc1nnc(CC(=O)Nc2ccc(Cl)c(Cl)c2)n1C)c1ccccc1 (stereo unspecified)
  x, -13
> CCC(=O)Nc1ccc2nc(C)n(Cc3ccccc3Cl)c(=O)c2c1
  x, -12
> CCNc1cc(N2CCN(S(=O)(=O)c3ccc4c(c3)CCCC4)CC2)ccc1[N+](=O)[O-]
  x, 6
> CCCn1c(=O)c2ccccc2n2c(SCC(=O)c3ccc(CC)cc3)nnc12
  x, -10
> CCOc1cccc(=O)c2c(C)n(C)c(C)c12
  12, 6
> Cc1cccc(C(=O)N2CCN(c3ccc([N+](=O)[O-])c(N4CCOCC4)c3)CC2)c1
  x, 18
> COc1ccc(NC(=O)Nc2cc(C)ccc2OC)cc1
  3, -20
> C=CCNC(=O)/C(=C\C=C\c1ccccc1)NC(=O)c1ccc(OCCCC)cc1
  x, -4
> Clc1ccc(CSc2nnc(-c3ccccn3)n2Cc2ccco2)c(Cl)c1
  -11, -228
> Cc1ccc(S(=O)(=O)N(C)c2ccccc2)cc1
  x, -11
> CC(C)CNC(=O)CC(c1ccccc1)c1c(O)ccc2ccccc12 (stereo unspecified)
  x, -13
> Cc1ccc(NC(=O)CSCCc2ccccn2)nc1
  x, -3
> COc1ccc(C2/C(=C(/O)c3ccc4c(c3)CC(C)O4)C(=O)C(=O)N2CCN2CCOCC2)cc1 (stereo unspecified)
  26, 151
> COc1ccc2cc(C(=O)NCc3ccco3)c(=Nc3ccc(C(=O)O)cc3)oc2c1
  -70, -7
> Cn1c(C(=O)N2CCN(c3ccccc3F)CC2)cc2c(=O)n(C)c3ccccc3c21
  -3, x
> COC(=O)c1ccc(C2/C(=C(/O)c3ccc(OC(C)C)cc3)C(=O)C(=O)N2c2cc(C)on2)cc1 (stereo unspecified)
  -5, 11
> Brc1ccc(Cn2c(-c3cncs3)nc3ccccc32)cc1
  x, -8
> CC1CC(C)CN(C(=O)c2cn(C)c3ccc(S(=O)(=O)N(C)C)cc3c2=O)C1 (stereo unspecified)
  -4, 8
> C=CCc1ccc(OCCOCCNCCOC)c(OC)c1
  0, -4
> O=C(c1ccc(CS(=O)(=O)c2ccccc2)o1)N1CCN(c2ncccn2)CC1
  -9, 6
> Cc1c(CN(C)CCc2ccccc2)c(=O)n(-c2ccccc2)n1C
  -8, -7
> CN(C(=O)c1cnccn1)c1nnc(-c2cccnc2)s1
  -7, x
> CCOC(=O)c1cnn2c(C(F)(F)F)cc(-c3ccco3)nc12
  -6, 6
> Cc1cc(C)c2[nH]c(=O)c(C(c3nnnn3C(C)(C)C)N3CCN(C(=O)c4ccco4)CC3)cc2c1 (stereo unspecified)
  -4, -16
> O=C(COc1cnc2ccccc2n1)NCCC1=CCCCC1
  -3, -22

(cont.)
Every second line gives: HIV RNase H inh, RmlC RmlD mix
> O=C(NCc1ccc2c(c1)OCO2)c1ccc(CN2CCOCC2)cc1
  0, 7
> Cc1noc(/C=C/N(C)C)c1S(=O)(=O)N1CCC(C(=O)O)CC1
  3, -8
> O=C(N/N=C/C=C/c1ccco1)C(O)c1ccccc1 (stereo unspecified)
  x, -7
> OC(CNC1CCCCC1)CN1CCN(CC(O)CNC2CCCCC2)CC1 (stereo unspecified)
  -5, x
> Cc1ccc(SC(C)C(=O)Nc2ccncc2)cc1 (stereo unspecified)
  x, -9
> CC(=O)N(/N=C/c1cccc(C)c1)c1nc(-c2ccc(Br)cc2)cs1
  x, -69
> CCC(C)NC(=O)CSc1nc2c(sc3ccccc32)c(=O)n1CCCN1CCOCC1 (stereo unspecified)
  x, 6
> COc1ccc2c(C(=O)CN3CCN(c4ccccc4)CC3)c[nH]c2c1
  x, -10
> COc1cccc(OCC(=O)NNC(=O)c2ccc(-c3ccccc3)cc2)c1
  x, 0
> Cn1c(=O)oc2cc(S(=O)(=O)N3CCCC(C(=O)Nc4ccc5c(c4)OCCO5)C3)ccc21 (stereo unspecified)
  -1, -14
> O=C(O)CC1NC(=O)N(c2ccccc2)C1=O (stereo unspecified)
  9, 9
> CC(C)(C)NC(=O)COC(=O)/C=C/c1ccccc1[N+](=O)[O-]
  x, 5
> CCCOc1cccc(C2C(C(=O)c3ccc(C)o3)=C(O)C(=O)N2CCCN(C)C)c1 (stereo unspecified)
  4, x
> CCN(CC(=O)Nc1ccc2c(c1)OCCO2)S(=O)(=O)c1cccs1
  x, 5
> COc1ccc(-c2nc3ccccc3[nH]2)cc1
  x, -15
> Cc1cccc(OCCC(=O)NCC(c2ccco2)N2CCCCC2)c1 (stereo unspecified)
  x, -4
> Cc1cc(OC(=O)c2ccco2)c2c(C)cc(=O)oc2c1
  x, 8
> COc1ccc(-n2nnnc2SCC(=O)N2CCCC2)cc1OC
  1, -20
> CCCCCCCCSc1nnc(-c2ccc(OC)cc2)o1
  x, -6
> c1ccc(-c2nnc(C3CC(c4ccncc4)=NO3)o2)cc1 (stereo unspecified)
  x, -12
> COc1ccc(C)cc1NC(=O)CN(c1ccc(F)cc1)S(C)(=O)=O
  -16, -1
> CN(Cc1ccccc1)C(=O)CCNC(=O)Cn1cnc2ccccc2c1=O
  3, 13
> CN(C(=O)c1ccc(NC(=O)c2cnccn2)cc1)C1CCCCC1
  5, x
> C=CCn1c(/N=C/c2ccc3c(c2)OCO3)nc2ccccc21
  x, -8
> CCN(CC)C(=O)CSC(=Nc1ccccc1F)NC#N
  -3, 1
> Cc1ccc(OCC(O)Cn2c(=N)n(CCN3CCOCC3)c3ccccc32)cc1 (stereo unspecified)
  -25, 35
> CC(C)Cc1cc(C(=O)O)c2ccccc2n1
  x, -10
> C=CCOc1ccc(/C(CC)=N/O)cc1OC
  x, 1
> O=C(Nc1ccc2c(c1)OCO2)C1CCCN1C(=O)Nc1cccc(F)c1 (stereo unspecified)
  22, x
> Cc1ccccc1OCCNC(=S)Nc1ccccc1
  x, 18
> COCCCNC(=O)c1ccc2nc3ccccc3c(=O)n2c1
  -5, 34*
> COc1ccc(C2C(C#N)=C(N)Oc3n[nH]c(C)c32)cc1Cn1cc([N+](=O)[O-])cn1 (stereo unspecified)
  x, 2
> O=C(O)c1ccccc1C(=O)N1CCN(c2cccc(Cl)c2)CC1
  -27, -7
> Cc1ccc(N(CC(=O)N/N=C/c2ccco2)S(=O)(=O)c2ccccc2)cc1
  x, 7
> COc1ccc(-c2ccc(-c3noc(C4CCCCC4)n3)c(OC)n2)cc1
  0, x
> O=C(CS(=O)(=O)Cc1ccccc1)NCc1ccc2c(c1)OCO2
  -21, -10
> Cc1ccc(S(=O)(=O)N2CCSC2C(=O)O)cc1 (stereo unspecified)
  x, 25
> C=CCn1c(=O)c2c(nc3n2CC(C)CN3c2cccc(OC)c2)n(C)c1=O (stereo unspecified)
  -12, 11

Grouped by structure, the entries above containing a furan ring, fused or not
Every second line gives: HIV RNase H inh, RmlC RmlD mix
> CCCCN(CC)Cc1ccc(CNC(=O)Nc2ccc(OC)cc2OC)o1
  -2, -6
> O=C(NCc1ccco1)NC12CC3CC(CC(C3)C1)C2
  1, -1
> O=C(Oc1ccc2c3c(c(=O)oc2c1)CCCC3)c1ccco1
  -11, 110*
> CS(=O)(=O)c1nc(-c2ccco2)cc(C(F)(F)F)n1
  11, -3
> Clc1ccc(CSc2nnc(-c3ccccn3)n2Cc2ccco2)c(Cl)c1
  -11, -228
> COc1ccc2cc(C(=O)NCc3ccco3)c(=Nc3ccc(C(=O)O)cc3)oc2c1
  -70, -7
> O=C(c1ccc(CS(=O)(=O)c2ccccc2)o1)N1CCN(c2ncccn2)CC1
  -9, 6
> CCOC(=O)c1cnn2c(C(F)(F)F)cc(-c3ccco3)nc12
  -6, 6
> Cc1cc(C)c2[nH]c(=O)c(C(c3nnnn3C(C)(C)C)N3CCN(C(=O)c4ccco4)CC3)cc2c1 (stereo unspecified)
  -4, -16
> O=C(N/N=C/C=C/c1ccco1)C(O)c1ccccc1 (stereo unspecified)
  x, -7
> CCCOc1cccc(C2C(C(=O)c3ccc(C)o3)=C(O)C(=O)N2CCCN(C)C)c1 (stereo unspecified)
  4, x
> Cc1cccc(OCCC(=O)NCC(c2ccco2)N2CCCCC2)c1 (stereo unspecified)
  x, -4
> Cc1cc(OC(=O)c2ccco2)c2c(C)cc(=O)oc2c1
  x, 8
> Cc1ccc(N(CC(=O)N/N=C/c2ccco2)S(=O)(=O)c2ccccc2)cc1
  x, 7

Assay outcomes as filed in PubChem.

Some of the compounds tested; count on the stated rates, not on these rows.
